HEK293 tox = qHTS of GLP-1 Receptor Inverse Agonists: Cytotox Screen; 410,000 tested, 0.13% active; AID 624418, 2012; Potency, µM (highest dose often 38.3 µM), for inactives: at the highest dose activity change, negative = inhibition, usual class: inhibitors; HEK293 cAMP-luciferase reporter cells, luminescence, 24 h;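 also: loss of luciferase light is scored as toxicity; potency is read from the fitted curve at half-maximal effect; % is scaled to controls: 0 for no effect and ±100 for the full control effect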
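Quantitative HTS format, 1536 wells, 200 cells/uL seeded. Compounds: 23 nL, 24 h, 37 °C. Detection: luciferase reagent, luminescence at 12 min RT; decreased signal taken as cytotoxic.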
PLK1 PBD inh = qHTS for Inhibitors of PLK1-PDB (polo-like kinase 1 - polo-box domain): Primary Screen; 360,000 tested, 2.8% active; Potency, µM, for the others: max response, negative = inhibition, actives largely listed as inhibitors; Plk1 PBD binding of FITC phosphopeptide, fluorescence polarization; Serine/threonine-protein kinase PLK1 (Homo sapiens), P53350; AID 720504, 2013; also: potency is read from the fitted curve at half-maximal effect; series mostly up to about 57 µM; % is scaled to controls: 0 for no effect and ±100 for the full control effect; nearly all actives have a fitted effect of over 65% in size
PI5P4Ka inh = qHTS for Inhibitors of phosphatidylinositol 5-phosphate 4-kinase (PI5P4K); PI5P4Kalpha enzyme, ADP-Glo luminescence, 60 min; active compounds read low; Phosphatidylinositol 5-phosphate 4-kinase type-2 alpha (Homo sapiens), P48426; max response, %; 330,000 tested, 1.2% active; AID 652105, 2013; active = max response of -50% or lower; inconclusive = between -30% and -50%; inactive = -30% or higher; also: value at the top dose of about 77 µM; % is scaled to controls: 0 for no effect and ±100 for the full control effect
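PI5P4Kalpha ADP-Glo assay; 5 microM ATP final; 60 min RT reaction; HEPES pH 7.4/EGTA/CHAPS, 5% DMSO; controls lacking substrate or enzyme; luminescent end-point.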
WRN helicase inh = qHTS for Inhibitors of WRN Helicase; Bifunctional 3'-5' exonuclease/ATP-dependent helicase WRN (Homo sapiens), Q14191; WRN helicase unwinding, fluorescent forked duplex, kinetic; Potency, µM (series often up to 114 µM), inactives show at the highest dose activity change, negative = inhibition, actives largely listed as inhibitors; 360,000 tested, 0.46% active; AID 651768, 2012; also: potency is read from the fitted curve at half-maximal effect; % is scaled to controls: 0 for no effect and ±100 for the full control effect; nearly all actives have a fitted effect of over 55% in size
Target sequence (Q14191 whole entry, looked up): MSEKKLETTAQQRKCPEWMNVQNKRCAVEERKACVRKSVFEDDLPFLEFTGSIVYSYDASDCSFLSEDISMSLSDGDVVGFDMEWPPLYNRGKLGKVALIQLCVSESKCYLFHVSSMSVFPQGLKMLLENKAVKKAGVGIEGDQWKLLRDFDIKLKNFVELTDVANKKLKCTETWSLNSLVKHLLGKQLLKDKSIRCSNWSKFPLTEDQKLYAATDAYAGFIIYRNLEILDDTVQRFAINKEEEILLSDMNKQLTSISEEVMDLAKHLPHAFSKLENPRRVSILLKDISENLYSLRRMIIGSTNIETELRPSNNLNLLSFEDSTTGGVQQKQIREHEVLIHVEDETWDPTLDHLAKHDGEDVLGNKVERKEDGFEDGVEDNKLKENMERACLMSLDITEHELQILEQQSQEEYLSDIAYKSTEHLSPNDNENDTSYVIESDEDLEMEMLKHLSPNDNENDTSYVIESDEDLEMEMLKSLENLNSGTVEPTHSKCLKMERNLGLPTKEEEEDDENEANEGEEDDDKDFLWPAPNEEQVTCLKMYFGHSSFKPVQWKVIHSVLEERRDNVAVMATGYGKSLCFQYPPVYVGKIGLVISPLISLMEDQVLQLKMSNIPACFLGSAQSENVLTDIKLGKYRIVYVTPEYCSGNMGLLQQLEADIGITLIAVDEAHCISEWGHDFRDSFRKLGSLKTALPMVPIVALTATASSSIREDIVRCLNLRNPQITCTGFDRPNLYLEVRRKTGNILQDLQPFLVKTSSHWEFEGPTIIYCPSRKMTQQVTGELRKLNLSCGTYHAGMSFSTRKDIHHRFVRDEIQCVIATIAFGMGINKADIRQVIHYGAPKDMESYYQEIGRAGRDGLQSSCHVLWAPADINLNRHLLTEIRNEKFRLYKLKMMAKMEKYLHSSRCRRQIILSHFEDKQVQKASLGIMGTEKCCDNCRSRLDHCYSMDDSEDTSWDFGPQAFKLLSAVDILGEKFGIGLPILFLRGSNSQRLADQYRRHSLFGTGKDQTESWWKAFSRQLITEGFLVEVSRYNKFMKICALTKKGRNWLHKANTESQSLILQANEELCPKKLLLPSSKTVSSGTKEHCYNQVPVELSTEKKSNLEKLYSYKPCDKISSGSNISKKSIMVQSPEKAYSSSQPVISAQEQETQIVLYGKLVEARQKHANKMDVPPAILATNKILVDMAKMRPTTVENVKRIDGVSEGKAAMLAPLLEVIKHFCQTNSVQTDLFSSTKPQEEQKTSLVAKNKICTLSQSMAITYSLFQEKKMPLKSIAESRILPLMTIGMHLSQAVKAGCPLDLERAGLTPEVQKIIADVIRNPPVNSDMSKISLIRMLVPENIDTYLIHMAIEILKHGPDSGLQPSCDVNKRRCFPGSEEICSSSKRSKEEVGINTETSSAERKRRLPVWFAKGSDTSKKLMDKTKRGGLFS
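Primary qHTS, 1536-well format. 20 nM WRN + compound, 15 min RT; start with 100 nM forked fluorophore/quencher duplex, 2 mM ATP (final); kinetic read ex 525/em 598 nm.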
D3 ag = qHTS of D3 Dopamine Receptor Agonist: qHTS; D3R DiscoveRx beta-arrestin cells, luminescence, 90 min; 410,000 tested, 0.58% active; max activation, %; D(3) dopamine receptor (Homo sapiens), P35462; in the data active = max activation above about 30%; also: 0% is about no effect; mostly tested at two doses, the higher about 12 µM
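Cells at 1500/well, incubated overnight, then treated with pinned compounds (dopamine as control) for 90 min at 37 degrees C. DiscoveRx reagent added for 30 - 60 minutes at room temperature; luminescence read.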
GLP-1R agonist = qHTS of GLP-1 Receptor Agonists. Glucagon-like peptide 1 receptor (Homo sapiens), P43220. Potency, µM (doses to about 45.6 µM), without a hit: at the top dose activation, hits mostly activators. AID 624172, 2012. HEK293 GLP-1R CRE-luciferase, luminescence, 4-6 h; cells express a hypersensitive GLP-1R form. 380,000 tested, 0.007% active; also: potency is read from the fitted curve at half-maximal effect; % of control where 0% means no effect
GLP1R inv ag = qHTS of GLP-1 Receptor Inverse Agonists (Inhibition Mode) | Glucagon-like peptide 1 receptor (Homo sapiens), P43220 | HEK293 GLP-1R CRE-luciferase, luminescence, 24 h; GLP-1R form is constitutively active | Potency, µM (series often up to 38.3 µM), for the others: top-dose activity change, negative = inhibition, most hits filed as inhibitors | 410,000 tested, 1.6% active | AID 624417, 2012; also: potency is read from the fitted curve at half-maximal effect; % is scaled to controls: 0 for no effect and ±100 for the full control effect; nearly all actives have a fitted effect of over 55% in size
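Inverse agonism was detected as reduced cAMP-driven luciferase luminescence after 24 h compound treatment. The cells were HEK293 clones expressing constitutively active human GLP-1R with the reporter. Reporter-only and GPR119 cell lines served as counterscreen controls.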
IL-2 act = qHTS of IL-2 Activators; IL-2 activation reporter assay, cell-based qHTS; stimulated with anti-CD3/CD4/CD28 beads; in transgenic mouse T cells; activation, % (series mostly up to about 46 µM); 360,000 tested, 0.065% active; in the data active = activation above about 50%; inconclusive = mostly about 30% to 49%; also: 0% is about no effect
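Quantitative HTS in unstimulated transgenic mouse T cells, with memory T cells as non-tolerant control and PMA/ionomycin as tolerance-bypass control. Compound pretreatment lasted 60 minutes before 18 h bead stimulation; EGFP/DsRed fluorescence read.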
D3 antag = qHTS of D3 Dopamine Receptor Antagonist: qHTS. D(3) dopamine receptor (Homo sapiens), P35462. D3R cells, DiscoveRx beta-arrestin luminescence, antagonist mode; active compounds read low. max response, negative = inhibition, %. 360,000 tested, 2.5% active. AID 652054, 2013; in the data active = max response below about -50%; inconclusive = no clear call, values can overlap the other calls; also: % is scaled to controls: 0 for no effect and ±100 for the full control effect; mostly tested at two doses, the higher about 12 µM
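Cells plated overnight at 1500 cells/well, then exposed to library compounds with dopamine controls for 90 minutes at 37 degrees C. DiscoveRx reagent added for 30–60 minutes at room temperature; luminescence read, quantitative HTS format.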
Starred values were filed as active, the others as inactive; ? = inconclusive; nt = not tested or not shown; & = joins results of further samples; [ ] = another dose, or the depositor's remark. Unless noted, calls follow the shape of the dose curve; as a rule, active = well fitted curve in the direction sought with a large enough effect; inconclusive = small, poorly fitted or top-dose-only effect, or another doubt; inactive = no such curve, though single readings can be large; an effect the other way counts as inactive or inconclusive.

SMILES	HEK293 tox	PLK1 PBD inh	PI5P4Ka inh	WRN helicase inh	D3 ag	GLP-1R agonist	GLP1R inv ag	IL-2 act	D3 antag
Cc1ccc(C(=O)N/C(=C/c2ccco2)C(=O)N2CCCCC2)cc1	2%	-1%	1	0%	8	11%	-14%	0.7	3
C/C(=N/NC(=O)c1ccc(-c2ccccc2)cc1)c1cc(O)cc(O)c1	-5%	-3%	-22	-7%	1	8%	?	-1.7	-8
CC1CC(C)CN(C(=O)Cn2c(-c3nonc3N)nc3ccccc32)C1 (stereo not drawn)	-19%	0%	4	9%	-4	-3%	?	0.2	7
Cc1ccc(C)c(C(=O)OCC(=O)Nc2cccc(S(=O)(=O)NC3=NCCCCC3)c2)c1	-5%	-22%	-1	-5%	-11	13%	?	-0.6	-11
O=C(Nc1ccc(S(=O)(=O)N2CCOCC2)cc1)c1ccco1	-2%	-6%	4	0%	-3	-1%	-8%	0.4	11
CCn1nc(C(=O)NNC(=O)C2CSC3(C)CCC(=O)N23)c2ccccc2c1=O (stereo not drawn)	6%	-10%	6	2%	-1	-1%	10%	-0.4	-8
C=CCOC(=O)C1=C[C@@H](c2ccc(Br)cc2)C[C@@H](OCc2ccc(CO)cc2)O1	?	-16%	-11	-5%	-19	11%	?	0.1	0
CCOC(=O)c1c(C)[nH]c(C)c1C(=O)COC(=O)c1ccc(S(=O)(=O)C(F)F)cc1	-14%	-5%	2	-3%	-3	0%	-18%	1.3	0
CSc1nsc(SC)c1C(=O)Nc1ccc(C)cc1	1%	-7%	-1	-5%	1	3%	-41%	-0.5	5
COc1ccccc1/C=N/OC(=O)c1ccc(F)cc1	16%[7.66 µM]	5%	3	-2%	1	-1%	8%[7.66 µM]	0.1	0
COc1cc(NC(=O)c2ccnn2C)c(OC)cc1Cl	-19%	3%	1	-1%	1	1%	3%	-0.7	7
C[C@H](CO)N1C[C@H](C)[C@@H](CN(C)C)Oc2c(NS(=O)(=O)c3cccs3)cccc2C1=O	1%	-15%	-2	-2%	6	0%	4%	-0.7	-3
COc1ccc(Cl)cc1NC(=S)NCCO	-5%	-17%	-2	5%	-8	6%	9%	0.4	9
O=C(NCCc1csc(-c2ccc(Cl)cc2)n1)c1ccco1	-17%&-9%	-16%	10	-2%	1&2	-5%	?	-2.7	58
Cc1cc(NCCOCCO)n2ncc(-c3ccc(Cl)cc3)c2n1	7%	-2%	nt	-1%	2	-8%	-25%	2.6	13
CC(C)CN(C(=O)COC(=O)COc1ccc2ccccc2c1)c1c(N)n(Cc2ccccc2)c(=O)[nH]c1=O	-1%	5%	2	-1%	5	-6%	14%	-0.5	-9
CSCCC(NC(=O)c1ccccc1)C(=O)N/N=C(\C)Cc1ccccc1 (stereo not drawn)	7%	-2%	-7	9%	0	-3%	1%	0.0	-12
CCC/C=C1/CCCOC(C(=O)NCc2ccccn2)(C(F)(F)F)C1 (stereo not drawn)	15%	-10%	0	-1%	-6	-4%	-20%	-0.2	0
CCn1cc(C2=NOC(C(=O)Nc3cccc(C(C)=O)c3)C2)c(C)n1 (stereo not drawn)	3%	-5%	nt	-7%	23	12%	0%	-3.1	25
C=CCN1CC(=O)N2C(c3ccccc3)c3[nH]c4ccccc4c3C[C@H]2C1=O (stereo partly drawn)	-2%	-3%	5	-8%	4	-1%	?	0.2	7
COc1ccc2c(=O)c(N3C(=O)c4ccccc4C3=O)coc2c1	-5%	-7%	nt	5%	5	-4%	0%	-3.2	-14
O=C1CN(C(=O)c2cc(Br)c(Br)s2)c2ccccc2N1	?	-16%	-15	-16%	5	7%	?	0.2	-11
Cc1cccc(CCNC(=O)c2nnc(Cc3ccc(Cl)cc3)o2)c1	2%	-3%	1	6%	14	8%	?	-2.6	5
S=C(c1ccccc1)N1CCSCC1	-1%	-13%	-3	5%	1	-6%	9%	-1.1	2
CCc1nnc(NC(=O)/C=C/c2ccco2)s1	-2%	-9%	-11	-9%	12	3%	31%[activator]	0.3	2

10 compounds out of the list, arranged by length of the SMILES, lowest first.
SMILES	HEK293 tox	PLK1 PBD inh	PI5P4Ka inh	WRN helicase inh	D3 ag	GLP-1R agonist	GLP1R inv ag	IL-2 act	D3 antag
CCc1nnc(NC(=O)/C=C/c2ccco2)s1	-2%	-9%	-11	-9%	12	3%	31%[activator]	0.3	2
CSc1nsc(SC)c1C(=O)Nc1ccc(C)cc1	1%	-7%	-1	-5%	1	3%	-41%	-0.5	5
COc1ccccc1/C=N/OC(=O)c1ccc(F)cc1	16%[7.66 µM]	5%	3	-2%	1	-1%	8%[7.66 µM]	0.1	0
Cc1cccc(CCNC(=O)c2nnc(Cc3ccc(Cl)cc3)o2)c1	2%	-3%	1	6%	14	8%	?	-2.6	5
CCC/C=C1/CCCOC(C(=O)NCc2ccccn2)(C(F)(F)F)C1 (stereo not drawn)	15%	-10%	0	-1%	-6	-4%	-20%	-0.2	0
Cc1ccc(C(=O)N/C(=C/c2ccco2)C(=O)N2CCCCC2)cc1	2%	-1%	1	0%	8	11%	-14%	0.7	3
CCn1cc(C2=NOC(C(=O)Nc3cccc(C(C)=O)c3)C2)c(C)n1 (stereo not drawn)	3%	-5%	nt	-7%	23	12%	0%	-3.1	25
Cc1ccc(C)c(C(=O)OCC(=O)Nc2cccc(S(=O)(=O)NC3=NCCCCC3)c2)c1	-5%	-22%	-1	-5%	-11	13%	?	-0.6	-11
C=CCOC(=O)C1=C[C@@H](c2ccc(Br)cc2)C[C@@H](OCc2ccc(CO)cc2)O1	?	-16%	-11	-5%	-19	11%	?	0.1	0
CC(C)CN(C(=O)COC(=O)COc1ccc2ccccc2c1)c1c(N)n(Cc2ccccc2)c(=O)[nH]c1=O	-1%	5%	2	-1%	5	-6%	14%	-0.5	-9

Carrying on:
SMILES	HEK293 tox	PLK1 PBD inh	PI5P4Ka inh	WRN helicase inh	D3 ag	GLP-1R agonist	GLP1R inv ag	IL-2 act	D3 antag
CC(C)Oc1cccc(NC(=O)C2(C)CCCN2C(=O)C(C)C)c1 (stereo not drawn)	1%	2%	-3	13%	-11	8%	-29%	-0.3	0
COc1ccccc1OCc1csc(N)n1	-3%	-4%	2	-6%	-6	0%	?	-0.9	9
CCN(CC)CCCn1c(SCC(=O)Nc2cccc(F)c2)nnc1-c1ccoc1C	0%	-4%	-3	3%	-13	4%	-9%	-2.1	-4
COC(=O)N/N=C/c1cn(CCOc2ccc(OC)cc2)c2ccccc12	-22%	2%	16	-4%	3	12%	?	-3.5	10
COc1ccc(N(C(=O)Cn2nnc(-c3ccc(F)cc3)n2)C(C)C(=O)NC2CCCC2)cc1 (stereo not drawn)	-8%	-5%	11	-3%	0	3%	?	-0.2	-4
CCCS(=O)(=O)C/C(N)=N/OC(=O)c1ccccc1Cl	2%	-16%	-1	-1%	3	-3%	19%	0.4	1
NC(=O)CCCn1c(C(=O)c2cc(Cl)c(N)c(Cl)c2)c2ccc([N+](=O)[O-])cc2[n+]1[O-]	0%	-20%	-12	-4%	-8	7%	-4%	-3.8	-10
O=C(COC(=O)c1cnccn1)NCCc1ccccc1	8%	-3%	-2	3%	1	-4%	6%	-2.9	-23
CC(=O)Nc1ccc2nc(-c3ccc(Br)o3)[nH]c2c1	-3%[1.53 µM]	-12%	1	-31%[57.1 µM]	-18	0%	39%[activator]	-0.4	?
Cc1ccccc1NS(=O)(=O)c1ccc(NC(=O)CSCc2ccc(Br)cc2)cc1	-30%	0%	nt	-18%	-9	2%	-6%	-0.7	?
CN(CCCN1CCOCC1)C(=O)c1cc(COc2cccc(C(F)(F)F)c2)on1	0%	-4%	-1	-20%	-15	-2%	-23%	-1.9	18
CSc1ncccc1C(=O)Nc1cccc(S(=O)(=O)N2CCCCC2)c1	0%	5%	1	-3%	4	12%	-18%	0.7	-4
Cc1[nH]c2c(Cl)cccc2c(=O)c1CN1CCCC1	9%	-8%	3	10%	-33	-12%	-8%	-0.5	-65*
COc1ccc(C(=O)Cc2cc(OC)c(OC)cc2[N+](=O)[O-])cc1	-24%	-4%	nt	0%	-2	-9%	0%	-1.6	?
O=S(=O)(O)CCS	3%	-16%	1	6%	-6&-7	-2%&-1%	2%	0.3	11
CN(C)CCNc1ncnc2c1ncn2[C@H]1CN(Cc2ccncc2)C[C@@H](CO)O1	0%	-3%	1	4%	9	-2%	-17%	-0.9	-12
CCOc1ccc(NC(=O)CSCC(=O)O)cc1	-7%	-5%	-6	3%	3	-8%	6%	-0.1	21
Fc1ccccc1N1CCN(c2ncnc3c2nc2n3CCCCC2)CC1	0%	nt	nt	nt	7	4%	2%	nt	nt
CN(CC(=O)OCC(N)=O)S(=O)(=O)c1ccc(Cl)cc1	4%	-10%	9	-6%	-1	3%	-21%	0.0	-10
O=C(NCCCNC(=O)c1ccccn1)c1ccc(Br)cc1	-5%	4%	5	-5%	7	-6%	15%	1.4	3
CC(=O)N1CCN(c2ccc(NCc3ccc(C(C)C)cc3)cc2)CC1	-20%	-4%	-2	-14%	9	7%	1%	4.4	26
NC(=S)N1CCCc2ccccc21	-27%	-3%	0	2%	3	2%	-6%	0.1	7
O=C(Nc1ccc(Cl)c(Cl)c1)Nc1cc(C(=O)N2CCOCC2)ccc1N1CCCCC1	9%	-1%	nt	2%	-1	-4%	0%	-2.7	-2

Bioassay records from PubChem.
